biotin-GST TR-FRET – biotin-GST/anti-GST TR-FRET signal inhibitors, dose response, artefact control for Vif-APOBEC3G degradation inhibitor project, biochemical (AID 1117362); inhibition, % at the top dose, mostly 100 µM; hits show IC50 in µM; TR-FRET counter screen, biotin-GST/anti-GST signal; 3,600 compounds, 2.8% hits;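 active = inhibition above 30% at one or more concentrations, seen consistently on every test date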;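 note: biotinylated GST protein used in place of GST-Vif 1-94 and biotin-A3G peptide; detects fluorescence quenchers or blockers of GST binding to anti-GST antibody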
* hit, by the source's call. An excerpt; rates above refer to the full screens.

| compound | biotin-GST TR-FRET |
| --- | --- |
| COc1ccc2nc(NNC(=O)c3cc(=O)c4ccccc4o3)sc2c1 | -7.2% |
| C=CCOc1ccc(Br)cc1/C=N/O | -2.6% |
| COCC(C)NC(=O)C1CC(c2cccc(Br)c2)=NO1 (centres undefined) | -0.1% |
| Cc1nc2ccccn2c1/C(O)=C1\C(=O)C(=O)N(CCCn2ccnc2)C1c1ccncc1 (centres undefined) | -4.5% |
| COc1ccc(C2=CC(c3ccc(Cl)cc3)n3cnnc3N2)cc1OC (centres undefined) | -9.2% |
| O=C(O)C1=C(C(=O)Nc2ccc(F)c(Cl)c2)CCCC1 | 1.2% |
| CC(=O)OC1COC(n2ccc3ccccc32)C(OC(C)=O)C1OC(C)=O (centres undefined) | 2.6% |
| O=C(c1c(F)cccc1F)N(Cc1ccccn1)C1CCCC1 | -0.8% |
| CN(CCOCCOc1ccc2ccccc2c1)Cc1ccccc1 | -1.8% |
| c1ccc(CN2CCN(CCCNc3ccc4nnc(-c5ccccc5)n4n3)CC2)cc1 | -2.1% |
| Cn1ncc2c(Nc3ccc4ccccc4c3)ncnc21 | -1.4% |
| CCOCC(=O)Nc1ccc(C)c(Cl)c1 | 0.9% |
| O=S(=O)(Nc1ccc2c(c1)nc1n2CCN(Cc2ccccc2)C1)c1ccc(Cl)cc1 | -5.7% |
| COc1ccc(C(=O)NCc2cccnc2)cc1OC | -3.0% |
| O=C(CSc1ncn[nH]1)Nc1c(Br)cc([N+](=O)[O-])cc1Br | 13.3% |
| CCn1c(=N)n(CC(=O)c2ccc(OC)cc2)c2ccccc21 | 14.2% |
| CN(CCC#N)C(=O)COC(=O)c1c2c(nc3ccccc13)/C(=C\c1ccco1)CC2 | 8.5% |
| CC1=CCC(/C=N\Nc2nnc3c(n2)[nH]c2ccccc23)CC1 (centres undefined) | 7.8% |
| CCOC(=O)CSc1nnc(CNC(=O)c2cc(OC)c(OC)c(OC)c2)n1C | -3.8% |
| Cc1sc2ncnc(OCC(=O)N3CCN(S(=O)(=O)c4ccc(Cl)cc4)CC3)c2c1C | -40.4% |
| COc1ccc(CCN=C(N)NS(=O)(=O)c2ccc(C)cc2)cc1 | 2.2% |
| CN(C)S(=O)(=O)c1ccc(NC(=O)N2CCN(c3cccc(C(F)(F)F)c3)CC2)cc1 | 3.8% |
| CCOC(=O)Cn1nnnc1C(C(C)C)N(Cc1cc2c(C)cc(C)cc2[nH]c1=O)C1CCCC1 (centres undefined) | 2.0% |
| CNc1c(C(=O)O)ccc2c1C(=O)c1ccccc1C2=O | -29.9% |
| CCCCOc1ccccc1C1NC(=O)NC(C)=C1C(=O)OCc1ccco1 (centres undefined) | -0.4% |
| N#C/C(=C/c1ccc(N2CCCCCC2)o1)c1cccc(F)c1 | 1.9% |
| COc1ccc(CNS(=O)(=O)c2cc(Br)cc3c2N(C(C)=O)C(C)C3)cc1 (centres undefined) | 3.6% |
| O=C(NC1=NCCS1)C1CC2CCC1C2 (centres undefined) | 0.7% |
| COC/C=C/C1=CC2=CC(=O)C(C)(OC(=O)CCC(=O)OC)C(=O)C2=CO1 (centres undefined) | 5.4% |
| CCOC(=O)CNC(=O)Cn1cnc2c(nnn2-c2ccc(F)cc2)c1=O | 3.4% |
| Cc1cc(C(=O)CSc2nnnn2C)c(C)n1CCc1ccc(Cl)cc1 | 5.4% |
| Cc1c(C)n(CC(O)CN2CCCCCC2)c2ccccc12 (centres undefined) | 18.4% |
| C=CCn1c(COc2ccc(F)cc2)nnc1SCC(=O)NC(=O)NCc1ccco1 | 0.2% |
| CC1(C)N([O-])c2cc([N+](=O)[O-])ccc2[N+]1=O | 0.1% |
| O=C1CC(c2ccco2)CC(O)=C1C=Nc1ccc(Br)cc1 (centres undefined) | -39.7% |
| Cc1ccc(C)c(S(=O)(=O)Nc2ccccc2C(=O)Nc2ccccc2N2CCOCC2)c1 | 4.9% |
| CC(=O)c1ccc(-c2nnc(CCC(=O)N(C)Cc3c(C)nc4ccccn34)o2)s1 | 5.3% |
| CCCC1(C(=O)O)NC(c2ccc(OC)cc2O)C2C(=O)N(c3ccc(OC)cc3)C(=O)C21 (centres undefined) | -6.3% |
| CCCCn1c(C)nc2c(=O)n(C)c(=O)[nH]c21 | -2.8% |
| CCOC(=O)C(C#N)(Cc1ccc2ccccc2n1)Cc1ccc2ccccc2n1 | -2.0% |
| O=c1nc(N2CCOCC2)nc2n1CCO2 | -5.0% |
| O=C(Cn1c(/C=C/c2ccccc2)nc2ccccc21)Nc1ccc(F)cc1 | 1.0% |
| COc1cccc(C2C(C#N)=C(N)OC3=C2C(=O)CC(c2ccco2)C3)c1OCc1ccc(F)cc1 (centres undefined) | 1.4% |
| O=C(NNC(=O)c1cc(OCC(F)(F)F)ccc1OCC(F)(F)F)c1cccc(C(F)(F)F)c1 | 4.0% |
| CC(=O)C1=C(N2CCCCC2)CCC1=O | 2.5% |
| CCn1c(CNc2ccc(C)cc2)nnc1SCC(=O)NCc1ccccc1 | 4.3% |
| COC(=O)C(O)(CC(=O)c1ccc(OC)cc1)C(F)(F)F (centres undefined) | 0.1% |
| CC(=O)c1ccc(N2CCN(C(=O)C3CCC3)CC2)cc1 | 4.0% |
| CCOC(=O)C1=C(Cn2cnc3ccccc32)NC(=O)NC1c1ccc(OC)cc1 (centres undefined) | 6.8% |
| Cc1cccc(S(=O)(=O)c2c(N)n(/N=C/c3ccco3)c3nc4ccccc4nc23)c1 | 1.6% |

In the list so far, 5 have bromine.
| compound | biotin-GST TR-FRET |
| --- | --- |
| C=CCOc1ccc(Br)cc1/C=N/O | -2.6% |
| COCC(C)NC(=O)C1CC(c2cccc(Br)c2)=NO1 (centres undefined) | -0.1% |
| O=C(CSc1ncn[nH]1)Nc1c(Br)cc([N+](=O)[O-])cc1Br | 13.3% |
| COc1ccc(CNS(=O)(=O)c2cc(Br)cc3c2N(C(C)=O)C(C)C3)cc1 (centres undefined) | 3.6% |
| O=C1CC(c2ccco2)CC(O)=C1C=Nc1ccc(Br)cc1 (centres undefined) | -39.7% |

Remaining list, next part
| compound | biotin-GST TR-FRET |
| --- | --- |
| CC(C)OC(=O)CSc1nnc(-c2ccccn2)n1-c1ccccc1 | 3.0% |
| Cc1ccc2[nH]c(=O)c(CN(Cc3cccs3)Cc3nnnn3Cc3ccccc3)cc2c1 | -44.9% |
| Cc1nnc(SCCCn2c(N3CCN(c4ccccc4)CC3)nc3c2c(=O)[nH]c(=O)n3C)s1 | 4.5% |
| CCCCc1c(C)nc2ccc(Br)cc2c1SCCC#N | -28.4% |
| O=[N+]([O-])c1ccc(NCCCNS(=O)(=O)c2ccc(Cl)cc2)c(Cl)c1 | 9.3% |
| Nc1ccc2c(O)cc(S(=O)(=O)O)cc2c1 | -0.8% |
| O=C(CN1C(=O)NC(c2ccc(F)cc2)C1=O)Nc1ccc2c(c1)OCCO2 (centres undefined) | 0.0% |
| O=C(/C=C/c1ccc(O)c(O)c1)c1ccc(S(=O)(=O)N2CCCCCC2)cc1 | 3.4% |
| COc1cc(C(O)P(=O)(OCC(C)C)OCC(C)C)cc(OC)c1OC (centres undefined) | 5.5% |
| O=C(CS(=O)(=O)c1cn(Cc2ccc(F)cc2)c2ccccc12)N1CCCCC1 | -6.8% |
| O=C1C(Cl)=C(Oc2ccccc2)C(=O)c2ccccc21 | 8.8% |
| CCC(=O)Nc1cccc(Oc2nc(C)cc(C)c2C#N)c1 | -2.9% |
| CSc1ccccc1NC(=O)c1noc2c1CCC2 | 3.9% |
| CC1(C)C/C(=C(/C#N)C(N)=O)CCO1 | 2.1% |
| NC(=O)COC(=O)c1ccc(Oc2ccccc2)cc1 | -5.9% |
| CCn1c(=O)c(C(=O)NCc2ccccn2)c(O)c2ccccc21 | 4.0% |
| Cc1cc(C(=O)NCCCN2CCCC2=O)no1 | 2.0% |
| CCOC(=O)c1ccc(N2C(=O)c3n[nH]c(C)c3C2c2ccc(OC)cc2OC)cc1 (centres undefined) | 3.1% |
| O=S(=O)(c1ccc(OCC(O)CN2CCC(Cc3ccccc3)CC2)cc1)N1CCOCC1 (centres undefined) | 0.6% |
| O=C(Nc1ccc(F)cc1)C(c1ccccc1)N1CCN(S(=O)(=O)c2ccc3ccccc3c2)CC1 (centres undefined) | -1.9% |

Arranged by formula weight (high to low): some entries from above.
| compound | biotin-GST TR-FRET |
| --- | --- |
| O=C(Nc1ccc(F)cc1)C(c1ccccc1)N1CCN(S(=O)(=O)c2ccc3ccccc3c2)CC1 (centres undefined) | -1.9% |
| O=S(=O)(c1ccc(OCC(O)CN2CCC(Cc3ccccc3)CC2)cc1)N1CCOCC1 (centres undefined) | 0.6% |
| O=C1C(Cl)=C(Oc2ccccc2)C(=O)c2ccccc21 | 8.8% |
| CSc1ccccc1NC(=O)c1noc2c1CCC2 | 3.9% |
| NC(=O)COC(=O)c1ccc(Oc2ccccc2)cc1 | -5.9% |

More entries.
| compound | biotin-GST TR-FRET |
| --- | --- |
| O=C(O)/C=C/C(=O)Nc1cccnc1 | 0.5% |
| O=C(Nc1ccc2c(c1)OCCO2)C1CCC1 | -2.4% |
| COc1cc(C2Nc3cccc4cccc(c34)N2)cc(OC)c1O | 7.4% |
| O=C1CCC/C1=C/Nc1ccc2c(c1)OCO2 | 6.0% |
| CCCOc1ccc(N)cc1N | 15.8µM* |
| CCOC(=O)c1nn(-c2ccc(Cl)cc2Cl)c(=N)c(C#N)c1C | 13.6% |
| COc1cc(C(=O)NCc2nnc(SCC(=O)Nc3nc4ccc(C)cc4s3)o2)cc(OC)c1OC | -0.5% |
| CCN(CC)Cc1cc(O)c(CN(CC)CC)cc1O | -3.9% |
| COc1ccc(N2C(=O)CC(Sc3nc(C)c4c(n3)CCCC4)C2=O)cc1 (centres undefined) | -1.0% |
| CCCCCCN(C(=O)CCCCCN1C(=O)NC(c2ccc(C(C)(C)C)cc2)C(C(=O)OCc2ccccc2)=C1C)C(C(=O)NCCCC)c1ccc(OCC(=O)OC)c(C(=O)OC)c1 (centres undefined) | 1.5% |
| CCn1c(SCC(=O)NCc2ccco2)nnc1-c1cccs1 | 5.5% |
| CCOC(=O)c1ccccc1NC(=O)CSc1nccn1C | 2.0% |
| Cc1ccnc(NS(=O)(=O)c2ccc(NC(=O)Cc3cccs3)cc2)n1 | 1.7% |
| O=C(O)c1cc(-c2ccccc2)on1 | 3.4% |
| Cc1ccc(OCCSc2nnc(-c3ccncc3)n2C)cc1 | >100µM* |
| O=C(CSc1nc2ccccc2c(=O)n1NC(=O)Cc1ccccc1)NCc1ccccc1 | 2.0% |
| COc1ccc(S(=O)(=O)n2nc(OC(=O)c3ccc(C)cc3)cc2N)cc1 | 3.6% |
| CCOC(=O)C1C(=O)CC(C)(O)C(C(=O)OCC)C1c1cc(Br)ccc1OC (centres undefined) | 0.2% |
| O=C(NCc1ccc(F)cc1)C1CCCN(C(=O)Nc2ccccc2)C1 (centres undefined) | 0.6% |
| CCOC(=O)C1=C(N)n2c(s/c(=C\c3ccco3)c2=O)=C(C(=O)OCC)C1c1ccco1 (centres undefined) | 3.4% |
| C=CCn1c(C)cc(C(=O)COC(=O)C2CC(=O)N(Cc3ccccc3)C2)c1C (centres undefined) | 2.4% |
| CN(C)/C=N/NC(=O)c1ccccc1Cl | 1.5% |
| CCn1c(Cc2c(C)[nH]c3ccccc23)n[nH]c1=S | -3.2% |
| CCc1cc(=O)oc2cc(C)c(CN3CCCC3)c(O)c12 | 7.1% |
| Cc1noc(C)c1COC(=O)c1cccc(S(=O)(=O)N2CCCCCC2)c1 | -2.3% |
| O=C(NCCCO)Nc1ccc2nc(-c3ccco3)c(-c3ccco3)nc2c1 | >100µM* |
| CCN1CNC(=S)N(CCc2ccccc2)C1 | 3.5% |
| CCOc1ccc(-c2nc(CN3CCCCC3CCn3cccn3)c(C)o2)cc1 (centres undefined) | -1.4% |
| COc1ccc(OC)c(NC(=O)CSc2nc3ccccc3c(=O)n2CC2CCCO2)c1 (centres undefined) | 2.3% |
| COc1cc(C(=O)OCCN2CCCCC2)ccc1O | 1.4% |
| O=c1cc(O)nc(SCc2ccccc2Cl)[nH]1 | 0.5% |
| CC1CC(C)CN(S(=O)(=O)c2ccc(NC(=O)c3ccc(=O)[nH]c3)cc2)C1 (centres undefined) | -2.2% |
| CSc1nc(N(CCO)CCO)c2sc3nc(-c4ccco4)c4c(c3c2n1)CCC4 | 1.7% |
| N=C(N)c1ccc(N=Nc2c(O)ccc3c2[nH]c2ccccc23)cc1 | 2.48µM* |
| FC(F)(F)c1cc(-c2ccco2)nc(NCc2ccco2)n1 | 3.1% |
| COc1ccccc1NC(=O)c1cc2ccc(O)cc2o/c1=N\O | 6.1% |
| CN(Cc1ccccc1)C(=O)C1CCCN1S(=O)(=O)c1ccc2c(c1)n(C)c(=O)c(=O)n2C (centres undefined) | -19.6% |
| NC(=O)C1CCN(C2=C(Cl)C(=O)c3ccccc3C2=O)CC1 | 3.0% |
| CC(=O)c1cccc(NC(=O)NCCS(C)=O)c1 (centres undefined) | 4.6% |
| CCN(CC)S(=O)(=O)c1ccc(NC(=O)CSc2nnc(-c3cccc(OC)c3)n2C)cc1 | -0.9% |
| NC(=S)N/N=C/c1ccc(-c2cccc([N+](=O)[O-])c2)o1 | 10.5% |
| Cc1cc(-c2ccccc2)nc(Oc2ccc(C(C)(C)C)cc2)c1S(C)(=O)=O | 8.0% |
| COc1ccc(O)c(N)c1 | >100µM* |
| CCCCOC(=O)CCCN1C(=O)/C(=C2\SC(=S)N(CCCC(=O)OCCCC)C2=O)SC1=S | 0.1% |
| O=C1CC(/C=C/c2ccco2)=Nc2ccccc2N1 | 17.6% |
| CC1CCCN(C(=O)CN2CCN(C(=O)c3ccco3)CC2)C1 (centres undefined) | -3.6% |
| Cc1cc(C(=O)CSc2nnc(-c3ccccc3)n2Cc2ccc3c(c2)OCO3)c(C)n1C | -0.6% |
| Cc1ccnc(NC(=O)c2ccc(Cl)c(S(=O)(=O)N3CCCC3)c2)c1 | 0.0% |
| Cc1ccc(S(=O)(=O)N=Nc2c(O)[nH]c3ccccc23)cc1 | 1.2% |
| O=C(NN=C1CCCCCC1)c1cccnc1 | -0.6% |
| CCOC(=O)C1=C(CNCCc2ccc(Cl)cc2)NC(=O)NC1c1ccc2c(c1)OCO2 (centres undefined) | 3.2% |
| CCN1/C(=C/C=C/C=C/C=C/c2sc3ccccc3[n+]2CC)Sc2ccccc21 | 3.88µM* |
| CN(C)C(=O)c1ccc(COc2ccccc2Br)o1 | -3.9% |

High-throughput results: PubChem BioAssay, Southern Research Institute
